Rtt109 Vps75 = inhibitors of Candida albicans Rtt109/Vps75 histone acetyltransferase | purified Rtt109/Vps75, ThioGlo CoA-SH fluorescence, 4 h | inhibition, % at 34.9 µM | hit rate 0.16% among 330,000 | AID 540336;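 active means inhibition of at least 50% in every replicate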
Target sequence (Q5AAJ8 whole entry, looked up): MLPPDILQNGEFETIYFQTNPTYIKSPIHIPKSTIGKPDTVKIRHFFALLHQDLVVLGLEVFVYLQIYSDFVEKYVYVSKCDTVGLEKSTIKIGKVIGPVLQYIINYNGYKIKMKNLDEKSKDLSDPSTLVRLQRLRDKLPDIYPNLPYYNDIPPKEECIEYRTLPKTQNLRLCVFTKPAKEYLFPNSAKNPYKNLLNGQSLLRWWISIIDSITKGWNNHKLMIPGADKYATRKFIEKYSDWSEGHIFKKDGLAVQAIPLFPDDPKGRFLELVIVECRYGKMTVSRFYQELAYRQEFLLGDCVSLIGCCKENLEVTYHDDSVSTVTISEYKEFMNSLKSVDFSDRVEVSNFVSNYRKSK
cardiac RTF act = cardiac RTF calcium sensitization; P19429+P45379; IANBD-labeled TnC RTF fluorescence at EC20 calcium; 0% EC20 calcium, 100% full calcium; activation, % at 7.2 µM; hit rate 0.24% among 340,000; AID 493008;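 active means activation above the mean over all tested compounds plus 3 SD, cut at about 30% in these data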;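 further: rise in fluorescence read as greater calcium sensitivity of cardiac thin filaments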
RTF Ca sens inh = cardiac RTF calcium desensitization; P19429+P45379; IANBD-labeled cardiac RTF, Ca2+ fluorescence; inhibition, % at 7.15 µM; hit rate 0.12% among 340,000;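 active means inhibition above the mean inhibition of all tested compounds plus 3 SD, cut at about 17% in these data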;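 further: assay run at fixed EC70 calcium of 1.6 mM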
dFosB activator = activators of mouse delta FosB homodimer; activation, % at 25 µM; P13346; purified delta FosB, TAMRA-CDK5 oligo fluorescence polarization; percent of positive-control signal above neutral wells; hit rate 0.99% among 340,000;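 active means mean activation above about 17%, with every replicate also reaching it, limit read from the data, passing the limit was not always enough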;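 further: fluorescence polarization rise as delta FosB binds a TAMRA Cdk5 AP-1 oligo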
PvdQ inh = blocks Pseudomonas aeruginosa PvdQ acylase activity; purified PvdQ acylase, fluorescence plate reader; inhibition, % at 10 µM; hit rate 0.063% among 340,000; AID 488965; in the data active means inhibition above about 30%, passing the limit was not always enough;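 further: 0% = vehicle neutral wells and 100% = reference inhibitor wells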
NSD2 HMT inh = NSD2 (human) methyltransferase inhibition. NSD2 peptide methylation, AlphaScreen, 120 min. inhibition, % at 12.5 µM. hit rate 0.54% among 310,000; in the data active means inhibition above about 50%
CDK5 p35 inh = blocks human CDK5/p35 kinase activity; Recombinant CDK5/p35, ADP-Glo luminescence, 60 min; Q00535+Q15078; inhibition, % at 10 µM; hit rate 0.01% among 330,000;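 active means highest replicate inhibition of at least 50% and at least 75% of replicates reaching 50%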;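 further: plate controls were DMSO neutral control for no effect and GW8510 at 10 µM for full effect; many of its hits are not listed in these tables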
Target sequence (Q00535 whole entry, looked up): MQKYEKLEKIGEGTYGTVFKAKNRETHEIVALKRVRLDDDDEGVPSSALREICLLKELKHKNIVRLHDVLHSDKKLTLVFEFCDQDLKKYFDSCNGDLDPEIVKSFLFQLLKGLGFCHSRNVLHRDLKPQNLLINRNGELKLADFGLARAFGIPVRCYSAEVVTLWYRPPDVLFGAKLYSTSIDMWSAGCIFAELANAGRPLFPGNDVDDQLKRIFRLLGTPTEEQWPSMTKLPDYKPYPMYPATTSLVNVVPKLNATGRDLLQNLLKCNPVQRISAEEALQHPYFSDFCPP
Target sequence (Q15078 whole entry, looked up): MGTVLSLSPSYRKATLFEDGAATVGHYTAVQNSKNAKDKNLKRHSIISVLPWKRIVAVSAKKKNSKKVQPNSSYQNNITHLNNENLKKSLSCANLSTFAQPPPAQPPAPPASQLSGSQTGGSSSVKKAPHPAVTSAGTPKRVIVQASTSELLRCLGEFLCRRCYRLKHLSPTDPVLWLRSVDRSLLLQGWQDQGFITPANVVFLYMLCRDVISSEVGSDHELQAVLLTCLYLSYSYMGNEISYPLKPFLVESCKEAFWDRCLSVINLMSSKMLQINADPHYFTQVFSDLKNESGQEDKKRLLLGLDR
C-LANA FP = inhibitors of KSHV LANA C-terminal domain DNA binding; MBP-C-LANA/FAM-LBS DNA binding, fluorescence polarization; inhibition, % at 9 µM; hit rate 0.078% among 340,000; AID 504423;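 active means highest replicate inhibition at or above 60% at 9 µM, even if other replicates fall short; inactive means all replicates below 60% inhibition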;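 further: 0% = neutral control wells and 100% = 4 µM acridine orange control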
SUMO Mot1 rescue = blocks SUMOylation pathway, rescuing yeast Mot1-301 growth. S. cerevisiae Mot1-301 growth rescue, ATP luminescence, 38.5C; percent above DMSO median, 100 means doubled. growth rescue, % at 18.8 µM. hit rate 1% among 320,000. AID 2716;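 active means every valid replicate shows activation above 250% relative to neutral control wells; inactive means the rest, any valid replicate at or below 250%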;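 further: OY570 slx delta 5 strain wells were the positive control but not used for scaling; some compounds called inactive have numbers as strong as hits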
PfHsp90 set2 = growth inhibition of yeast expressing Plasmodium Hsp90; S. cerevisiae expressing PfHsp90, BacTiter-Glo ATP, 48 h; yeast lacking PDR1 and PDR3 efflux regulators; inhibition, % at 9.4 µM; hit rate 0.32% among 310,000; AID 504621;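 active means every replicate shows inhibition above about 80%, whatever the replicate mean, limit read from the data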;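 further: 0% = DMSO neutral controls and 100% = 20 µM radicicol positive controls; yeast relying on Plasmodium falciparum Hsp90 in place of its own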
Keap1 Nrf2 FP = inhibitors of human Keap1-Nrf2 protein-protein interaction; AID 504523; inhibition, % at 9.4 µM; Q14145; hit rate 0.15% among 340,000; Keap1 Kelch-Nrf2 peptide fluorescence polarization, 1536-well; in the data active means inhibition above about 12%;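 further: human Keap1 Kelch domain with fluorescein labeled Nrf2 9mer peptide probe; 0% = neutral control wells and 100% = peptide positive control; higher means more block of Keap1 binding to Nrf2 peptide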
Active calls of the source: *; . = not tested or not shown.

SMILES	Rtt109 Vps75	cardiac RTF act	RTF Ca sens inh	dFosB activator	PvdQ inh	NSD2 HMT inh	CDK5 p35 inh	C-LANA FP	SUMO Mot1 rescue	PfHsp90 set2	Keap1 Nrf2 FP
CCC(=O)NC(c1ccc(Cl)cc1Cl)c1ccc2cccnc2c1O (configuration not stated)	-7	2	-1	-20	-12	-2	-0.4	-0.8	-4	111*	1
COc1c(F)c(F)c(C(=O)O)c(Nc2cccc(C)c2)c1F	6	.	.	-4	-9	1	1.4	-0.7	-3	-35	1
CC1CCC(NC(=O)CCNC(=O)c2ccc(Br)cc2)CC1 (configuration not stated)	-7	-3	7	0	7	-3	-2.4	-13	292	-9	0
COc1ccc(CCN2C(=O)CC(N3CCN(C/C=C/c4ccccc4)CC3)C2=O)cc1OC (configuration not stated)	-2	0	-10	-18	-8	0	1.4	0.0	-9	-9	-3
CC1(C)CC(=O)c2cnc3c(C#N)cnn3c2C1	-2	1	-5	-4	-12	2	-3.3	1.8	-3	14	-8
COc1ccc(Nc2nc(C)nc3c2oc2ccccc23)c(OC)c1	-3	-3	-8	-5	-11	-2	1.6	-2.0	20	-37	-1
O=C(OCC(=O)N1CCOCC1)c1ccc(Cl)c(S(=O)(=O)N2CCc3ccccc32)c1	0	-2	0	-10	-6	.	0.8	0.4	-4	0	4
COC(=O)c1ccc(N=Cc2c(-c3ccccc3)[nH][nH]c2=O)cc1	.	-2	0	-10	-7	6	1.5	1.1	1	16	0
CCc1sc(C(C2C(=O)CC(C)(C)CC2=O)C2C(=O)CC(C)(C)CC2=O)cc1[N+](=O)[O-]	19	-4	0	-3	9	2	-0.3	-0.2	2	11	2
Cc1ccc(NC(=O)COC(=O)c2cc(Cl)ccc2Cl)c(Br)c1	4	2	6	4	-16	-4	-0.5	5.0	11	5	0
Clc1ccc(C2CC(c3cccs3)n3ncnc3N2)c(Cl)c1 (configuration not stated)	6	8	-1	-12	7	.	1.0	0.2	-32	.	-5
S=C1Cc2ccccc2N1	2	-5	7	-15	-8	.	1.5	-0.9	.	107*	-1
COc1ccc(-n2c(SCC(=O)N3CCCCC3C)nnc2-c2cccnc2)cc1 (configuration not stated)	-10	1	-6	-7	-9	1	0.6	2.4	-6	-4	-6
CC(Oc1cccc(Cl)c1)C(=O)Nc1cc(S(=O)(=O)N2CCOCC2)ccc1N1CCCC1 (configuration not stated)	5	-2	5	0	7	-3	-0.8	1.0	-1	.	3
Cn1c(Cn2c(=O)sc3ccccc32)nnc1SCC(=O)Nc1ccc(Cl)cc1	-5	10	1	-6	-6	.	-3.6	-0.5	-4	1	-6
COc1cc(/C=C/c2ccc3cccc(O)c3n2)c(Br)cc1O	0	5	-3	-12	-6	-3	1.6	-1.1	-6	-78	-6
CCNc1nc(NCC)n2c(SCC(=O)Nc3cc(Cl)ccc3OC)nnc2n1	-1	-15	-4	-7	-7	0	1.7	-0.4	-16	16	1
CCc1cc2c(=O)c(-c3ccc4c(c3)OCO4)coc2c(CN(C)C)c1O	-8	-1	-2	-10	-12	-4	-1.3	-1.4	-16	1	-3
C=CCN1CCN(c2ccncc2S(=O)(=O)N2CCCCC2)CC1	-1	-5	0	1	-11	2	-0.1	0.1	-11	12	-1
Cc1oc2cc(O)cc(C)c2c(=O)c1-c1cnn(-c2ccccc2)c1	3	-4	-2	-5	-4	0	0.1	0.1	-8	-25	-2
Cc1nn(C)c(C(=O)NNC(=S)NC2CCCCC2)c1Cl	9	7	-8	-11	-9	2	0.3	-0.4	-3	16	-5
CCCCN(C(=O)C1CCCC1)c1c(N)n(Cc2ccccc2)c(=O)[nH]c1=O	4	3	0	-2	0	0	0.4	-0.5	4	-12	-5
CCc1ccc(N2CC(C(=O)OCC(=O)Nc3ccc([N+](=O)[O-])cc3)CC2=O)cc1 (configuration not stated)	2	2	-14	-21	-12	-1	-7.0	0.5	2	23	0
O=C(O)COc1ccc(S(=O)(=O)c2ccc(OCC(=O)O)cc2)cc1	8	-3	0	2	2	1	-0.5	0.2	37	.	-1
COc1ccccc1C1CCN(C(=S)Nc2ccc(Br)cc2)CC1	4	-4	0	0	17	-3	0.6	-0.1	22	7	0
Cc1ccccc1N=Nc1c(O)n(C)c2ccccc12	4	-3	1	-2	6	-5	-0.8	1.4	6	6	-1
O[C@@H]1C2CCCC1[C@]1(O)CCCCC1C2 (some centres not stated)	32	-4	0	-2	7	-1	0.5	0.0	-1	5	1
CCN(CC)C(=O)c1cccc(NC(=O)C2=COCCO2)c1	1	-3	-4	-4	5	1	0.5	-7.7	-10	-8	2
Cc1nnn(C23CC4CC(CC(CC(=O)Nc5ccc(C)c(C)c5)(C4)C2)C3)n1	5	-6	-17	-9	-14	25	1.1	-0.5	8	17	-7
N#C/C(=C\Nc1ccccn1)S(=O)(=O)c1ccc(Cl)cc1	6	0	-5	-1	9	1	0.9	0.0	192	-8	3
CCOc1ccc(NC(=O)CS(=O)(=O)c2cn(CC)c3ccccc23)cc1	2	9	-11	-5	-17	.	-5.6	1.5	74	9	-2
COCCOCC(=O)Nc1ccc(S(=O)(=O)Nc2cc(C)nc(C)n2)cc1	2	3	-3	-1	-11	2	-0.2	-1.8	12	-19	1
O=C(C1CCN(c2nnc(-n3cccc3)s2)CC1)N1CCc2ccccc2C1	0	-5	-3	3	6	.	0.4	-0.6	10	10	1
O=C(C1CC1)N1CCc2cc(S(=O)(=O)N3CCCc4ccccc43)ccc21	-3	3	-12	-9	-20	.	-3.6	-0.7	-7	-3	-7
O=C(Nc1c(C(=O)N2CCOCC2)oc2ccccc12)c1ccccc1Cl	2	-6	-5	-4	9	-2	0.0	0.5	-9	16	-8
Cc1ccc(-c2n[nH]c(=S)c3ccccc23)cc1S(=O)(=O)NCC1CCCO1 (configuration not stated)	4	-8	-1	-3	-2	32	1.7	-0.6	116	-35	-1
O=C1CCc2ccccc2O1	-3	9	-3	2	-14	.	-1.8	-0.8	.	-27	-3
CC(C)(C)C(=O)NCCN1C(=O)S/C(=C\c2ccc([N+](=O)[O-])cc2)C1=O	-2	-1	9	-12	-8	2	-0.2	-1.5	-2	3	-2
Cn1c(C2CCCCC2)nc2cc(N)ccc21	-5	-1	-6	-4	-12	1	0.3	-2.9	-4	-6	-3
O=C(O)C(c1ccccc1)N1C(=O)/C(=C\c2ccc(O)c(O)c2)SC1=S (configuration not stated)	-9	-5	-6	-3	-9	105*	-6.1	8.6	5	6	-23
COCc1c(C(=O)N/N=C\c2ccccn2)nnn1-c1nonc1N	-6	-9	11	-3	0	14	-0.4	-1.6	244	3	-3
CCC(C)Sc1cc(-c2nc3cc(C)ccn3c2NC2CCCCC2)ccc1OC (configuration not stated)	6	-1	-16	3	-1	.	0.7	0.1	.	7	-4
CCOc1cc(/C=N/Nc2nc(N3CCCC3)nc(N3CCCC3)n2)ccc1O	.	-14	-2	-15	10	7	-1.5	0.0	-18	-23	3
Cn1cc(CNC(=O)COc2ccc(Cl)cc2Cl)cn1	-1	2	-2	1	-9	-1	-0.3	1.2	-5	.	2
Cc1sc(NC(=S)NC(=O)c2cccs2)nc1-c1ccc(C(C)C)cc1	3	0	0	-1	-9	-3	0.2	2.1	26	14	-3
COc1ccc(/C=C/C(=O)Nc2sc3c(c2C(=O)NCc2cccnc2)CCCC3)cc1	-32	0	0	4	0	-1	1.9	1.7	493	-9	-6
CCOC(=O)CSc1nc2ccccc2c(=O)n1CCC(=O)NCCc1ccc(OC)c(OC)c1	-3	-1	-5	4	-14	.	0.8	-0.7	-5	-40	-3
Cc1ccc2sc(NNC(=O)c3ccc4c(c3)OCCO4)nc2c1C	10	-8	5	-7	8	.	-0.5	1.7	6	-37	-6
O=C(NCC1CCCCC1)c1ccccc1[N+](=O)[O-]	-2	12	-18	-10	-4	-1	1.3	0.4	9	-20	-1
CCC(c1nnnn1C1CCCC1)N(Cc1cccs1)Cc1cc2cc(C)ccc2[nH]c1=O (configuration not stated)	12	0	3	-6	4	-1	0.0	1.0	-11	22	-4
Cc1cc(NC(=O)CN2C(=O)NC(C)(c3ccc(OC(F)F)cc3)C2=O)no1 (configuration not stated)	-5	-2	0	2	2	10	1.6	1.7	13	.	-4
Cn1nc(-c2ccc(OCC(=O)Nc3ccccc3)cc2)c2ccccc2c1=O	0	1	-5	-23	-1	2	-0.2	1.7	10	.	3
O=C(NC(=S)N1CCN(Cc2ccc3c(c2)OCO3)CC1)c1ccc(Cl)cc1	-4	4	-19	-8	-1	7	-0.5	-0.9	6	11	-1
COCc1cc(Sc2ccc(Cl)cc2Cl)nc(-c2ccccc2)n1	-2	1	-2	-6	-5	-1	0.0	-1.2	-10	0	-1
CCn1cc(C(=O)NCCCOC(C)C)c2cc(OC)c(OC)cc2c1=O	-2	1	-26	-9	-8	-3	-1.2	0.3	869	2	-1
COc1ccccc1C1CC(c2ccccc2)=NN1C(=O)c1ccccc1 (configuration not stated)	15	-4	2	-11	-1	0	-3.0	-1.4	-15	-4	-2
Cc1c(CCC(=O)N2CCC(C(=O)NCCCCCC(=O)O)CC2)c(=O)oc2cc3oc4c(c3cc12)CCCC4	-4	5	-2	-9	-9	-1	1.2	-0.9	7	-2	-3
C=CC[n+]1cccc(-c2cc3ccc(C)cc3[nH]2)c1	9	1	-12	2	-7	7	1.2	0.9	-4	18	-1
O=C(CCc1c[nH]c2ccccc12)N1CCCCCCC1	0	1	7	-1	3	0	2.4	-1.4	-23	3	-1
COc1cccc(C(=O)O[C@@H]2[C@H](Cc3ccccc3)NS(=O)(=O)[C@H]3C[C@@H]4C=C[C@]23O4)c1	2	1	3	1	-3	.	1.2	1.5	3	0	-1

New compounds follow:
SMILES	Rtt109 Vps75	cardiac RTF act	RTF Ca sens inh	dFosB activator	PvdQ inh	NSD2 HMT inh	CDK5 p35 inh	C-LANA FP	SUMO Mot1 rescue	PfHsp90 set2	Keap1 Nrf2 FP
C/C(=N\NC(=O)c1cccc(S(=O)(=O)N2CCOCC2)c1)c1ccc(OCC(=O)N(C)C)cc1	.	8	-10	9	8	.	1.2	.	-19	-5	.
O=C(NN1C(=O)C2C(C1=O)C1C=CC2C12CC2)c1cccc(Cl)c1 (configuration not stated)	7	3	-4	-1	-10	-4	-1.7	-0.1	-10	2	-7
Cc1ccc2nc(SCC(=O)N3CCN(c4ccccc4)CC3)nc(=O)n2c1	0	-3	16	1	-4	-2	-1.5	2.2	10	13	-4
Cc1ccc(S(=O)(=O)NNC(=O)c2ccc3ccccc3n2)cc1	-8	1	-5	-3	7	47	1.3	-1.0	0	-7	-1
Cc1ccc(NC(=O)NC(=O)COc2ccc(Cl)cc2Cl)c(C)c1	-6	-4	-5	3	-3	-2	0.5	-0.6	-17	-6	-2
Cc1ccc(CS(=O)(=O)Cc2ccc(C(=O)NCCCN3CCOCC3)o2)cc1	-4	8	-3	-1	-22	0	5.4	1.8	21	5	-4
